TRHR enhancer = qHTS for Small Molecule Agonists and Allosteric Enhancers of Human TRH Receptor: Primary Screen for Enhancers; enhancement, % at 2 µM; hit rate 0.66% among 360,000; TRHR cells, fluo-8 calcium fluorescence, EC20 TRH enhancement; Thyrotropin-releasing hormone receptor (Homo sapiens), P34981; AID 493056, 2011; in the data active means enhancement above about 30%; further: 0% is about no effect
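TRHR-expressing cells loaded with fluo-8 calcium dye were read kinetically (ex 480/em 530) during compound addition, then stimulated with an EC20 of TRH (10 nM final). Enhancement of the Gq-mediated intracellular calcium response was scored.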
D2 agonist = HTS Assay for Allosteric Agonists of the Human D2 Dopamine Receptor: Primary Screen for Agonists; HEK293 T-REx D2 cells, calcium flux agonist mode; activation, % at 2 µM; hit rate 0.53% among 340,000; AID 485358, 2010;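 active means activation over 3 SD above normal in the single-dose calcium agonist read, cut at about 30% in these data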; further: 0% is about no effect
Target sequence (P14416 whole entry, looked up): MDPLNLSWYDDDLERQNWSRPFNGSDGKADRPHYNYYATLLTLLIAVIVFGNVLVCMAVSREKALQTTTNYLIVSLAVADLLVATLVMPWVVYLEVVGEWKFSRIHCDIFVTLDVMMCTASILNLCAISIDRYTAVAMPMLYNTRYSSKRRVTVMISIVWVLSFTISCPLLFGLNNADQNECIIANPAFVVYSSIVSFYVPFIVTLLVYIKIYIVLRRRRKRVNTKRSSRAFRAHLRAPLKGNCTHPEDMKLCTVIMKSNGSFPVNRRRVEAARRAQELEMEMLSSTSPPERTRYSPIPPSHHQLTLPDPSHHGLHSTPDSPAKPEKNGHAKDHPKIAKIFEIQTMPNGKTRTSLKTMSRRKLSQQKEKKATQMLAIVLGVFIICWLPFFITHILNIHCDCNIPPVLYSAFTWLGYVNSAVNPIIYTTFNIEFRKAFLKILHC
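Tetracycline-induced HEK293 T-REx cells with force-coupled D2 receptor, plated overnight at 30 C, loaded with no-wash calcium dye. After a 10 s baseline, compound was pin-added and calcium flux read kinetically for 180 s; calcium rises flagged agonists.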
RXFP1 antag = qHTS Assay for Antagonists of the Relaxin Receptor RXFP1 | AID 1259400, 2018 | HEK293-RXFP1, relaxin-stimulated cAMP HTRF, 30 min; hits give low values | hit rate 0.59% among 350,000 | activity change, negative = inhibition, % at 57.5 µM;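 active means activity change of -60% or lower, but not beyond a set lower limit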; further: on the % scale 0 is the no-effect control and ±100 the full control effect
TRHR ag = qHTS for Small Molecule Agonists and Allosteric Enhancers of Human TRH Receptor: Primary Screen for Agonists. hit rate 0.18% among 360,000. AID 493084, 2011. activation, % at 2 µM. TRHR cells, calcium flux fluo-8, FDSS agonist mode; further: 0% is about no effect
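Steps: seed TRHR cells overnight; add fluo-8 no-wash Ca dye, RT 30 min–1.5 h; record 10 s baseline; pin-transfer compounds; monitor fluorescence 1 cycle/s for the agonist window. Calcium increases flag candidate agonists.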
D1 antagonist = Antagonist of Human D 1 Dopamine Receptor: qHTS; D(1A) dopamine receptor (Homo sapiens), P21728; HEK293 TREx D1 cells, calcium flux, dopamine EC80; hits give low values; activity change, negative = inhibition, % at 10 µM; hit rate 3.2% among 360,000; in the data active means activity change below about -30%; further: on the % scale 0 is the no-effect control and ±100 the full control effect
Target sequence (P21728 whole entry, looked up): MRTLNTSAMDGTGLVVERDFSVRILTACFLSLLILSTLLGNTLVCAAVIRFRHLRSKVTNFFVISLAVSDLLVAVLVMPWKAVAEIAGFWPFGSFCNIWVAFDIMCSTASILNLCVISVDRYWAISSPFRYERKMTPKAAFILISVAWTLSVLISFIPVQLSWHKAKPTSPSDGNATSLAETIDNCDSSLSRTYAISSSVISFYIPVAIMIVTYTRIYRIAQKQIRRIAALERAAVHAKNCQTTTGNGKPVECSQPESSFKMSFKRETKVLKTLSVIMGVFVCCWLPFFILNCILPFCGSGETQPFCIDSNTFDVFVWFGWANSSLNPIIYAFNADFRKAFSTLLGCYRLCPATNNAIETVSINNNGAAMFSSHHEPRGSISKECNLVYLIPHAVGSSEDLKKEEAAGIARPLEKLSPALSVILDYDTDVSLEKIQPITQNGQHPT
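Cells carrying a force-coupled, tetracycline-inducible human D1 receptor report calcium flux. Each well gets a 10 s baseline, compound with 180 s monitoring, then an EC80 dopamine stimulus with a second 180 s kinetic read.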
D1 ag = Allosteric Agonists of the Human D1 Dopamine Receptor: qHTS; activation, % at 2 µM; D(1A) dopamine receptor (Homo sapiens), P21728; HEK293 T-REx D1 cells, calcium flux, agonist mode; AID 504660, 2011; hit rate 1% among 360,000; further: 0% is about no effect
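Agonism was scored from calcium flux recorded over 180 s (1 read/s) after pintool compound addition, following a 10-cycle baseline. Cells were inducible force-coupled HEK293 TREx D1, plated overnight at 30 C and loaded with no-wash calcium dye.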
D1 potentiator = Potentiators of Human D1 Dopamine Receptor: qHTS. potentiation, % at 10 µM. hit rate 0.036% among 360,000. HEK293 TREx D1 cells, calcium flux, dopamine EC20 potentiation; in the data active means potentiation above about 30%; further: 0% is about no effect
D2 PAM = HTS Assay for Positive Allosteric Modulators of the Human D2 Dopamine Receptor: Primary Screen for Potentiators. HEK293 T-REx D2, calcium flux, EC20 dopamine potentiation. potentiation, % at 10 µM. hit rate 0.34% among 340,000;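 active means potentiation over 3 SD above the plate norm, cut at about 30% in these data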; further: 0% is about no effect
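Cells plated with tetracycline inducer and held overnight at 30 C; calcium dye loaded 30–90 min at room temperature; baseline taken, compound added and read 180 s; EC20 dopamine then added and read 180 s.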
D2 antag = HTS Assay for Allosteric Antagonists of the Human D2 Dopamine Receptor: Primary Screen for Antagonists | D(2) dopamine receptor (Homo sapiens), P14416 | HEK293 TREx D2 cells, calcium flux, dopamine EC80 | inhibition, % at 10 µM | hit rate 2% among 340,000 | AID 485344, 2010; in the data active means inhibition above about 30%; further: 0% is about no effect
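Inhibition of EC80 dopamine-driven calcium flux, recorded kinetically, defines activity here; cells are a tetracycline-induced HEK293 T-REx line expressing force-coupled D2.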
An asterisk follows results filed as active; nt = not tested or not shown; & = joins results of further samples. Unless noted, no stated cut-off is given here; in the data, active means activation above about 30%; inactive means the rest.

SMILES | TRHR enhancer | D2 agonist | RXFP1 antag | TRHR ag | D1 antagonist | D1 ag | D1 potentiator | D2 PAM | D2 antag
O=C(Nc1ccc2c(c1)OCO2)N1CCC(CO)(CC2CCCCO2)CC1 (stereo not drawn) | 3 | 0.9 | 4 | 1.8 | 6 | 0 | -2 | 7 | -14
Cc1cc(S(=O)(=O)Nc2c(NC3CCCCC3)c3ccccc3oc2=O)ccc1F | 0 | -0.6 | 4 | 0.4 | 16 | 5 | -3 | 21 | -2
CC(CCc1ccccc1)NC(=O)c1ccccc1F (stereo not drawn) | -2 | 0.1 | -5 | -0.1 | 11 | 2 | 0 | -6 | -4
O=C(O)CCc1nn2c3ccccc3n(CC(=O)O)c2nc1=O | 3 | 1.5 | 10 | 0.6 | 3 | 6 | 12 | 2 | -8
COc1cccc(C(=O)Nc2ccccc2)c1 | 5 | -0.5 | 2 | 0.7 | 22 | 0 | -3 | -3 | 0
Oc1ccccc1-c1nc(NC2CCCC2)c2ccccc2n1 | 31* | -0.2 | 1 | -0.7 | -7 | 9 | -2 | 17 | -4
O=C(CNS(=O)(=O)c1cccc(C(F)(F)F)c1)Nc1ccccc1F | -3 | -0.3 | 8 | -1.0 | -3 | 2 | 4 | 3 | -14
CC(C)N(C(=O)COC(=O)c1cc(Cl)cc(Cl)c1N)C(C)C | -2 | 0.7 | 6 | 0.0 | 0 | 1 | 6 | 3 | -1
COc1cc(NC(=O)COC(=O)CC(C)(C)C)c(C)cc1[N+](=O)[O-] | 1 | 0.5 | 4 | -0.4 | 2 | -1 | 3 | 2 | 4
Nc1nnc(N)c2ccccc12 | -9 | 0.3 | -2 | 0.6 | 1 | 3 | -3 | 0 | -7
O=C1C[C@@H](c2ccc(O)cc2)Oc2cc(O)cc(O)c21 | 3 | 1.0 | nt | 0.3 | 12 | -2 | -2 | 1 | 3
Cc1cccc(N(C)S(=O)(=O)c2nnc(NC(=O)C3CCCCC3)s2)c1 | 5 | -1.1 | 3 | 0.4 | -9 | 4 | 0 | 8 | nt
CCS(=O)(=O)N1CCN(S(=O)(=O)c2ccc3c(c2)OCCO3)CC1 | 10 | 0.1 | -16 | -0.6 | 4 | 4 | -9 | -12 | 1
Cc1ccccc1NC(=O)c1ccc(CN2CCc3ccccc3C2)cc1 | 10 | nt | 1 | -0.9 | -14 | 4 | -4 | nt | nt
O=C(O)CCC(=O)N1CCN(c2cccc(Cl)c2)CC1 | 8 | nt | -2 | -1.0 | 4 | 4 | -5 | nt | nt
S=C(NCCc1ccccc1)N/N=C/c1c(Cl)cccc1Cl | -7 | -0.9 | -1 | -0.3 | -22 | 2 | 0 | 10 | -1
COc1ccc(CNC(=O)c2[nH]c(C)c(C(C)=O)c2C)cc1 | 3 | -0.9 | -12 | 0.8 | 2 | 7 | nt | -5 | 0
CCOC(=O)N1CCC(N(CCN(C)C)C(=S)Nc2cccc(Cl)c2)CC1 | -5 | -0.1 | -3 | 0.1 | -15 | 5 | -1 | -4 | -5
Cn1c(N)nc2nc(CCc3ccccc3)c(=O)[nH]c2c1=O | 4 | 3.1 | 6 | 2.5 | 3 | 5 | -8 | nt | -22
CCCCCCCC(=O)NNC(=O)CC(=O)Nc1ccccc1C(=O)O | 8 | 0.4 | nt | -1.4 | 10 | 1 | 4 | 2 | 3
O=C(O)/C=C\C(=O)NCc1cccnc1 | -4 | 3.8 | -1 | 0.4 | 25 | 2 | -12 | -11 | 24
O=C(c1cccc(S(=O)(=O)N2CCCCC2)c1)N1CCN(S(=O)(=O)c2ccc(F)cc2)CC1 | -2 | -0.2 | -4 | -0.1 | -11 | 3 | -8 | -7 | -11
Cc1ccc(-n2c(SCC(=O)N/N=C/c3ccccc3OCC(=O)O)nc3ccccc3c2=O)cc1 | -7 | 0.5 | -14 | 0.1 | -5 | 2 | -3 | 6 | -1
COc1ccc(-c2ccc(=O)n(CC(=O)Nc3ccc(C(=O)NC4CC4)cc3)n2)cc1OC | -1 | 0.0 | 2 | -0.2 | -24 | 0 | 3 | -2 | -10
O=C(/C=C/c1ccc([N+](=O)[O-])s1)N1CCCC1 | 2 | 0.6 | 4 | -1.4 | -9 | 3 | 0 | 11 | 4
O=C(CSc1nc2c(sc3ccccc32)c(=O)n1CCc1ccccc1)NCc1ccco1 | 10 | 0.2 | -7 | -1.2 | -14 | 1 | -2 | -6 | -11
COc1cc(C(=O)NCCOc2cccc3cccnc23)cc(OC)c1OC | -1 | -0.7 | -15 | 0.0 | -8 | 5 | -2 | -1 | 0
C[C@H]1CN=C(N(C)C)N1CC1CCCC1 | 9 | 1.0 | nt | 0.0 | 4 | 1 | 6 | -12 | -8
O=C(c1ccc2c(c1)N(Cc1ccc(F)cc1)C(=O)c1ccccc1S2(=O)=O)N1CCN(c2ccccn2)CC1 | -7&16 | 4.6&0.7 | -7 | 0.5&-0.8 | -27&-9 | 2&4 | 0&-3 | 1&-4 | 1
COc1ccc2[nH]c(C(=O)N3CCC(CO)(Cc4cccc(C(F)(F)F)c4)CC3)c(C)c2c1 | 3 | 2.3 | -3 | 0.7 | 18 | -3 | -2 | 12 | 9
Cc1cccc(C)c1NC(=S)/C(=C(\[O-])c1cccs1)[n+]1ccccc1 | 0 | -1.9 | 9 | -0.5 | 3 | 3 | -4 | 9 | -1
O=[N+]([O-])c1ccc(N2CCc3ccccc3C2)cc1 | -3 | 0.4 | -1 | 0.3 | -12 | 2 | -2 | 3 | 0
COc1ccccc1NC(=O)c1oc2ccccc2c1NC(=O)c1ccc(S(=O)(=O)N(C)C)cc1 | 6 | 0.8 | -7 | 1.4 | -14 | 5 | -2 | 3 | nt
Nc1nc(CSc2nnnn2-c2ccc(Cl)cc2)nc(N2CCOCC2)n1 | -5 | 0.4 | -19 | -0.2 | -15 | 3 | -6 | 0 | -16
O=C(Nc1ccccc1OC(F)F)c1ccccc1 | 0 | -0.1 | -1 | -0.2 | -19 | 0 | 0 | 5 | -12
COC(=O)c1c[nH]c(=O)c2ccccc12 | -1 | 0.4 | -27 | 0.1 | -2 | 2 | 0 | -15 | -4
CC(C)CCN1CCN(CC(c2ccccc2)c2ccccc2)CC1CCO (stereo not drawn) | -4 | -1.5 | -25 | 0.0 | -1 | 5 | -5 | -33 | -17
CN1CCN(NC(=O)c2cc(-c3ccccn3)nc3ccccc23)CC1 | -1 | 0.7 | -9 | 0.6 | -6 | 2 | 4 | -1 | -15
Cc1cccc(CNS(=O)(=O)c2ccc(-c3cnc(C4CC4)o3)cc2)c1 | 19&-1 | 0.8&1.3 | 4 | 1.3&-0.4 | -2&-9 | 16&7 | -7&0 | 18&4 | -2
Cc1cc(C)c(S(=O)(=O)NCCc2ccncc2)c(C)c1 | -4 | -0.3 | -4 | -0.2 | -1 | 6 | -6 | 0 | 5
CC(NC(=O)c1ccccc1SCC(=O)N1CCCC1)c1ccc(F)cc1 (stereo not drawn) | -10 | -0.1 | -2 | 8.6 | 1 | 0 | -6 | -2 | -5
CN(C)S(=O)(=O)N(CC(=O)Nc1ccccc1F)c1ccccc1 | 4 | -0.1 | -6 | 0.0 | 6 | 0 | -3 | 18 | -15
C[C@@](Cc1ccc(O)c(O)c1)(NN)C(=O)O | 3 | 0.8 | nt | -0.1 | 11 | 1 | -3 | 1 | -13
Cc1cc(=O)n(Cc2ccccc2)c2ccccc12 | 18 | -0.8 | 1 | -1.0 | 9 | 0 | 4 | -4 | -9
O=C1c2cccc3c(N4CCCCC4)ccc(c23)C(=O)N1c1ccccc1O | 6 | 36* | -4 | 96* | -4 | 204* | 4 | -5 | 8
Cc1ccc(S(=O)(=O)Nc2ccc3cn[nH]c3c2)cc1 | 6 | -0.7 | 7 | 0.3 | -19 | 4 | -2 | -5 | 0
O=C(N/N=C/c1c[nH]c2ccccc12)c1[nH]c2ccc(Br)cc2c1-c1ccccc1 | 2 | 10 | -13 | -0.1 | -15 | 3 | -3 | 1 | 15
Cc1nn(C)c(C)c1S(=O)(=O)N1CCCC(C(=O)N2CCN(c3ccc(Cl)cc3)CC2)C1 (stereo not drawn) | 8 | -2.2 | -2 | -0.2 | -7 | 0 | 2 | 6 | -14
Cc1ccccc1N1CCN(C(=S)c2ccc(-c3cccc([N+](=O)[O-])c3)o2)CC1 | 0 | 11 | 0 | -0.3 | -7 | 6 | -2 | -4 | 4
Cc1cccc(NC(=O)c2ccc(-n3c(C)nnc3C)cc2)c1 | 5 | 0.5 | -7 | 0.3 | -7 | 1 | 0 | 9 | nt

Structures above that have two or more sulfur atoms:
SMILES | TRHR enhancer | D2 agonist | RXFP1 antag | TRHR ag | D1 antagonist | D1 ag | D1 potentiator | D2 PAM | D2 antag
Cc1cccc(N(C)S(=O)(=O)c2nnc(NC(=O)C3CCCCC3)s2)c1 | 5 | -1.1 | 3 | 0.4 | -9 | 4 | 0 | 8 | nt
CCS(=O)(=O)N1CCN(S(=O)(=O)c2ccc3c(c2)OCCO3)CC1 | 10 | 0.1 | -16 | -0.6 | 4 | 4 | -9 | -12 | 1
O=C(c1cccc(S(=O)(=O)N2CCCCC2)c1)N1CCN(S(=O)(=O)c2ccc(F)cc2)CC1 | -2 | -0.2 | -4 | -0.1 | -11 | 3 | -8 | -7 | -11
O=C(CSc1nc2c(sc3ccccc32)c(=O)n1CCc1ccccc1)NCc1ccco1 | 10 | 0.2 | -7 | -1.2 | -14 | 1 | -2 | -6 | -11
Cc1cccc(C)c1NC(=S)/C(=C(\[O-])c1cccs1)[n+]1ccccc1 | 0 | -1.9 | 9 | -0.5 | 3 | 3 | -4 | 9 | -1

Next section.
SMILES | TRHR enhancer | D2 agonist | RXFP1 antag | TRHR ag | D1 antagonist | D1 ag | D1 potentiator | D2 PAM | D2 antag
Cc1ccc(C2=NC3(CCCC3)N=C2SCC(=O)Nc2ccc3c(c2)OCCO3)cc1 | -1 | -1.6 | -3 | -0.2 | 0 | 1 | 1 | 14 | -12
Cc1cccc(NC(=O)CN2C(=O)CCn3nc(-c4cccn4C)cc32)c1C | 9 | 0.2 | -1 | 0.2 | 12 | 3 | 1 | 10 | nt
CCOC(=O)C(NC(=O)c1ccc(OC)cc1)(Nc1cc(C)on1)C(F)(F)F (stereo not drawn) | 7 | -0.6 | 5 | 0.0 | -6 | 1 | -7 | -4 | 9
N#CC1=C2Sc3ccccc3N2CCCC1=O | -14 | -1.5 | 16 | -0.2 | -15 | 4 | -3 | 18 | -5
COc1ccccc1CNC(=O)CCc1c(C)nn(-c2ccc(N3CCCCC3)nn2)c1C | 11 | 0.9 | 13 | -0.4 | -2 | 0 | -6 | 10 | nt
O=c1cc(N2CCCCCC2)[nH]c(=O)n1-c1ccc(Cl)cc1 | 0 | 0.3 | 4 | -1.4 | -11 | 3 | -4 | 5 | 19

Compound activity from PubChem.

No enrichment for hits; any-hit rate near 7.1%.
